Compound activity from PubChem BioAssay.
Vif-APOBEC3F blk = Vif-A3F binding inhibition. HeLa A3F-eYFP + Vif (tagged APOBEC3F with the HIV-1 protein that degrades it), YFP fluorescence increase. Potency, µM (highest dose often 46.1 µM), for inactives: at the top dose activity, negative = active. hit rate 0.2% among 390,000; also: potency is read from the fitted curve at half-maximal effect; % of control where 0% means no effect; nearly all actives have a fitted effect of over 65% in size
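Fluorescence increase (Ex 488/Em 500-530) after overnight compound treatment at 37 deg C flags inhibition of Vif-driven A3F-eYFP loss in stable HeLa A3F-eYFP/Vif cells seeded overnight beforehand.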
RXFP1 agonist = activates the human relaxin receptor RXFP1 | HEK293T-RXFP1 cAMP TR-FRET, 30 min; response scale: percent of porcine relaxin response, buffer zero | Potency, µM (highest dose often 57.5 µM), without a hit: at the highest dose activation, usual class: activators | hit rate 0.3% among 370,000 | AID 2676; also: potency is read from the fitted curve at half-maximal effect; % is scaled to controls: 0 for no effect and ±100 for the full control effect; nearly all actives have a fitted effect of over 60% in size; many of its hits are not listed in these tables
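cAMP rise read by TR-FRET after 30 min, 37C compound exposure (up to 58 uM) in RXFP1-transfected HEK293 cells with Ro 20174 present. EC50 from Hill-equation fits, with 29 nM porcine relaxin as 100% and buffer as basal.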
Vif-APOBEC3G blk = blocks the Vif interaction with human APOBEC3G | AID 602310 | Q9HC16 | hit rate 0.076% among 410,000 | HeLa A3G-eYFP + Vif (tagged APOBEC3G with the HIV-1 protein that degrades it), YFP fluorescence, overnight | Potency, µM (series often up to 46.1 µM), for the others: at the highest dose activity, negative = active, usual class: inhibitors;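 also: potency is read from the fitted curve at half-maximal effect; % is scaled to controls: 0 for no effect and ±100 for the full control effect; nearly all actives have a fitted effect of over 60% in size; hits raise eYFP signal because A3G escapes Vif-driven loss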
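HeLa cells stably expressing Vif and C-terminally eYFP-tagged A3G, seeded overnight at 37 deg C, then exposed to compound by pintool overnight at 37 deg C. Rise in yellow fluorescence (Ex 488/Em 500-530, Acumen) marks blocked Vif-driven A3G degradation.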
D1 PAM = enhances dopamine response at the human D1 receptor; HEK293 TREx D1 cells, calcium flux, dopamine EC20 potentiation; potentiation, % at 10 µM; hit rate 0.036% among 360,000; in the data active = potentiation above about 30%; also: 0% is about no effect
Target sequence (P21728 whole entry, looked up): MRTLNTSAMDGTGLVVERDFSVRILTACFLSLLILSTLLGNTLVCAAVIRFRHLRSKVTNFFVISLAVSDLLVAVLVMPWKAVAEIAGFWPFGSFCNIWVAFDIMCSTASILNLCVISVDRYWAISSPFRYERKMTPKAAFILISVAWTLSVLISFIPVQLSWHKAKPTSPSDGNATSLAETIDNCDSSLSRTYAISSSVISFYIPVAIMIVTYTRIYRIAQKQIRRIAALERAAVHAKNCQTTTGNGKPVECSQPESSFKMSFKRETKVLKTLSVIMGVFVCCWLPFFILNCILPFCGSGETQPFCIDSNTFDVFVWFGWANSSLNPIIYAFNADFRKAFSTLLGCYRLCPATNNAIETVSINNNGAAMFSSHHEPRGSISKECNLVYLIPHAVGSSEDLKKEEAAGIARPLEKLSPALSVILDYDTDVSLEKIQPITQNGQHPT
GRP78 ERSR act = induces the endoplasmic reticulum stress response in human glioma cells; hit rate 0.02% among 420,000; U87-MG GRP78 promoter luciferase reporter, 16 h; Potency, µM, for the others: top-dose activation, actives largely listed as activators; also: potency is read from the fitted curve at half-maximal effect; series mostly up to about 76 µM; % of control where 0% means no effect; nearly all actives have a fitted effect of over 35% in size
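Stably transfected U87-MG human glioma cells carrying a GRP78-based luminescent sensor were seeded at 1000 cells/well, pin-dosed with compounds and incubated 16 h. Luciferase reagent was then added, and end-point luminescence was read after 10 min at room temperature.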
D1 ag = human D1 receptor agonism. P21728. HEK293 T-REx D1 cells, calcium flux, agonist mode. activation, % at 2 µM. hit rate 1% among 360,000. AID 504660; in the data active = activation above about 30%; also: 0% is about no effect
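Agonism was scored from calcium flux recorded over 180 s (1 read/s) after pintool compound addition, following a 10-cycle baseline. Cells were inducible force-coupled HEK293 TREx D1, plated overnight at 30 C and loaded with no-wash calcium dye.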
LDHA block = LDHA (human) enzyme inhibition | P00338 | activity change, % (values are at about 110 or 230 µM) | hit rate 0.15% among 480,000 | purified LDHA, NADH/diaphorase-resazurin fluorescence; stronger effect = lower value; in the data active = activity change below about -30%; inconclusive = mostly about -25% to -30%;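 also: plate controls were DMSO wells for no effect and wells without enzyme for full effect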
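Enzyme activity of human lactate dehydrogenase 5 (2 nM; 0.06 mM NADH, 0.2 mM pyruvate, 5 min, RT) is measured via a resazurin/diaphorase fluorescence readout of residual NADH.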
D2 PAM = positively modulates the human D2 dopamine receptor allosterically. AID 485347. potentiation, % at 10 µM. P14416. HEK293 T-REx D2, calcium flux, EC20 dopamine potentiation. hit rate 0.34% among 340,000;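 active = potentiation over 3 SD above the plate norm, cut at about 30% in these data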; also: 0% is about no effect
Target sequence (P14416 whole entry, looked up): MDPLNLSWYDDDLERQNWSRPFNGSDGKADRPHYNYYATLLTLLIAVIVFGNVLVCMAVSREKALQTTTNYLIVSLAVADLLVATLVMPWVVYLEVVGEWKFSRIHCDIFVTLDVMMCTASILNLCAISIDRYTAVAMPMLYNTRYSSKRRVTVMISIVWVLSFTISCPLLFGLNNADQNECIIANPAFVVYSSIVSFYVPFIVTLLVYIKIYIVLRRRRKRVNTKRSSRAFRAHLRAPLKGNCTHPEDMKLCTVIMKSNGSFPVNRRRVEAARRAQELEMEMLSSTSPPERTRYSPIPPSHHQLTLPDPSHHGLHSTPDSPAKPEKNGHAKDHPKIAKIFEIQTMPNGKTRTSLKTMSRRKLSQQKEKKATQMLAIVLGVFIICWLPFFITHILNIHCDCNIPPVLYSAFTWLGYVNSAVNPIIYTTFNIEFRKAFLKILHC
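Primary screen. Calcium kinetics in induced HEK293 T-REx D2 cells: compound pre-addition 180 s, EC20 dopamine, 180 s more.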
D1 antagonist = human D1 dopamine receptor antagonism. P21728. HEK293 TREx D1 cells, calcium flux, dopamine EC80; stronger effect = lower value. activity change, negative = inhibition, % at 10 µM. hit rate 3.2% among 360,000; in the data active = activity change below about -30%; also: % is scaled to controls: 0 for no effect and ±100 for the full control effect
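After overnight tetracycline induction at 30 C, force-coupled D1 HEK293 cells took up a no-wash calcium dye at room temperature. Compounds were added and monitored 180 s, and the response to EC80 dopamine was then recorded.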
An asterisk follows results filed as active; ? = inconclusive; / = no result given; & = joins results of further samples. Unless noted, calls follow the shape of the dose curve; as a rule, active = well fitted curve in the direction sought with a large enough effect; inconclusive = small, poorly fitted or top-dose-only effect, or another doubt; inactive = no such curve, though single readings can be large; an effect the other way counts as inactive or inconclusive. Not all compounds are listed; the hit share may differ from the screen's.

SMILES	Vif-APOBEC3F blk	RXFP1 agonist	Vif-APOBEC3G blk	D1 PAM	GRP78 ERSR act	D1 ag	LDHA block	D2 PAM	D1 antagonist
COc1cc(NC(=O)CSc2nncn2C)c(C)cc1[N+](=O)[O-]	-1%	8.7%	1%	-4	-2%	2	-16	0	1
COc1cccc(/C=N/NC(=O)c2[nH]nc3c2CCc2ccccc2-3)c1	-4%	0.6%	?	-4	-3%	0	1	7	-8
Cc1ccc(S(=O)(=O)N(CC(=O)NCc2ccccc2)C(=O)N2CCN(C)CC2)cc1	2%	1.1%	1%	4	-2%	1	-10	0	-3
COC(=O)c1cn(NC(=O)/C=C/c2cc(OC)ccc2OC)c(=O)c2ccccc12	1%	6.3%	0%	-5	-3%	1	-1	-20	2
COc1ccc(/C=C/C2=CC(C)(C)NC(=S)N2)cc1	3%	0.0%	-30%	-4	-2%	1	-12	/	0
CCc1noc(C)c1C(=O)Nc1ccccc1C(C)(C)C	0%	-0.3%	0%	2	-3%	1	-8&0	6	-7
COc1ccc(NC(=O)CN(C)S(=O)(=O)c2ccc3c(c2)CCCN3C(C)=O)cc1Cl	-8%	0.0%	3%	-1	-2%	6	-1	-2	-23
Cc1ccccc1C(=O)NNC(=O)CSc1nnc(-c2ccncc2)n1-c1ccccc1	-9%	-0.5%	0%	-7	-7%	2	-4	-4	2
CCOC(=O)c1cc(-c2ccccc2C)nn1CC1CC(c2cccnc2)=NO1 (stereo not given)	1%	/	3%	/	-3%	/	-2	/	/
OCCc1c[nH]c2ccccc12	-4%	0.5%	-2%	-2	2%	2	2	11	-2
CCN1CCN(c2nc3c(c(=O)[nH]c(=O)n3C)n2CCCc2ccccc2)CC1	8%	4.2%	1%	-1	2%	-1	1&-3	/	-11
Cc1ccnc(NS(=O)(=O)c2ccc(NS(=O)(=O)c3ccc([N+](=O)[O-])cc3)cc2)n1	2%	4.9%	1%	-5	-3%	4	2	22	0
Cc1ccc2oc(=O)n(CCOc3ccccc3C)c2c1	-4%	1.6%	-2%	0	5%	6	-6	-3	-13
CCS(=O)(=O)c1nc(S(=O)(=O)c2ccc(C)cc2)c(N2CCC(C)CC2)s1	-2%	1.8%	0%	-7	1%	4	-9	-2	-36*
COc1ccc(CNC(=O)[C@H](C)NC(=O)[C@@H]2Cc3ccccc3CN2)cc1	1%	0.8%	2%	3	-4%	0	0	2	0
CCc1nnc(NC(=O)C2CCN(c3ncnc4sc(C)c(C)c34)CC2)s1	6%	?	-11%	5	-1%	-1	1	23	-14
Cc1c(C(c2ccc(Br)cc2)c2c(C)n(C)n(-c3ccccc3)c2=O)c(=O)n(-c2ccccc2)n1C	3%	0.3%	-1%	0	-3%	1	-3	-2	-10
CC(C)Cn1nc(-c2ccccc2)c2ccccc2c1=O	-15%	-0.5%	0%	-2	-3%	1	-17	-2	-24
Cc1ccc(NNC(=O)c2ccno2)cc1Cl	-4%	2.2%	-8%	-1	-1%	3	2	-1	8
Cc1ccc2oc(-c3cc(NC(=O)c4oc5ccccc5c4C)ccc3Cl)nc2c1	-7%	0.5%	-11%	-1	0%	7	-10	-4	5

By substructure: those above containing an NH in an aromatic ring
SMILES	Vif-APOBEC3F blk	RXFP1 agonist	Vif-APOBEC3G blk	D1 PAM	GRP78 ERSR act	D1 ag	LDHA block	D2 PAM	D1 antagonist
COc1cccc(/C=N/NC(=O)c2[nH]nc3c2CCc2ccccc2-3)c1	-4%	0.6%	?	-4	-3%	0	1	7	-8
OCCc1c[nH]c2ccccc12	-4%	0.5%	-2%	-2	2%	2	2	11	-2
CCN1CCN(c2nc3c(c(=O)[nH]c(=O)n3C)n2CCCc2ccccc2)CC1	8%	4.2%	1%	-1	2%	-1	1&-3	/	-11

Next part.
SMILES	Vif-APOBEC3F blk	RXFP1 agonist	Vif-APOBEC3G blk	D1 PAM	GRP78 ERSR act	D1 ag	LDHA block	D2 PAM	D1 antagonist
Cc1ccccc1CN1CCNC(=O)C1CC(=O)NC1CCCCCCC1 (stereo not given)	3%	-2.1%	3%	6	1%	2	2	/	15
CCc1ccc(OCCn2c(C3CC(=O)N(Cc4ccc(F)cc4)C3)nc3ccccc32)cc1 (stereo not given)	4%	0.3%	-11%	-4	-7%	3	5	3	-6
C#CC(C)(C)NC(=O)CSc1nc2c(c(=O)n(C)c(=O)n2C)n1CCCC	-1%	5.9%	2%	0	-3%	2	-3	7	-1
CCOc1ccc2oc(C(=O)OCC(=O)NC3CC3)c(C)c2c1	16%	13%	4%	-5	3%	1	-6	-2	-7
O=C1CN(S(=O)(=O)c2ccc(Cl)cc2)c2ccccc2N1	-8%	-4.1%	2%	-7	-5%	-2	0	14	-1
COc1cccc(OC)c1OCC(O)CN1CCN(c2ccccc2)CC1 (stereo not given)	-16%	0.0%	0%	-3	-2%	3	3	-24	-11
NC(=O)C(c1ncc(C(F)(F)F)cc1Cl)c1c(Cl)cccc1Cl (stereo not given)	-9%	0.2%	-1%	/	-4%	/	-7	/	/
CC(C)[C@H](NC(=O)OCc1ccccc1)C(=O)OCC(=O)N1C(C)CCCC1C (stereo not given in full)	-3%	/	4%	/	4%	/	-6	/	/
COc1ccc(Nc2ncnc3ccc(Br)cc23)c(OC)c1	3%	1.6%	-8%	-3	-13%	1	-2	12	-5
CCCNC(=O)COC(=O)c1ccc(S(=O)(=O)N2CCCCCC2)cc1	6%	0.4%	-2%	-8	-18%	1	-12	0	12
Cc1cccc(NCc2nc(SCC(=O)Nc3ccccc3Br)n[nH]2)c1	-2%	3.8%	1%	-4	0%	-2	-3	-14	3
Cc1ccc(S(=O)(=O)N2CCC(=O)N(C(COCc3ccc(Cl)cc3)Cc3ccccc3)CC2)cc1 (stereo not given)	-5%	1.2%	-8%	-5	-3%	14	0	0	-7
N[C@@H](CO)c1nnc([C@H](CCC(=O)O)NC(=O)C2CCNCC2)o1	1%	2.6%	2%	-6	-2%	0	10	8	-38*
COc1ccc(CCNC(=O)c2cccnc2)cc1	-6%	-0.2%	0%	-4	-3%	2	-4	-3	-5
N#Cc1ccc(OCC(=O)NCCN2CCOCC2)cc1	5%	0.7%	0%	/	-5%	7	-5	2	6
COCCNS(=O)(=O)c1cc(-c2nn3c(C)nnc3c3ccccc23)ccc1C	/	?	/	2	/	-1	-11	-9	-4
CCOc1ccc(OCCC(=O)OCC(=O)Nc2cc(C)nn2-c2ccccc2)cc1	2%	-1.8%	2%	-7	-4%	2	-8	3	-8
O=C(NCCS(=O)(=O)N1CCN(c2ccccc2F)CC1)C1CC(=O)N(c2ccc(F)cc2)C1 (stereo not given)	7%&1%	0.1%&-2.1%	0%&7%	-4&-1	-1%&-1%	-1&0	-5&-1	1&-1	5&13
CCOC(=O)c1oc2cc(C)cc(O)c2c(=O)c1-c1csc(C)n1	4%	-0.2%	-3%	-4	-4%	1	-4	1	-4
O=C(Nc1ncccn1)c1cccc(Cl)c1	-6%	/	2%	/	-1%	/	-6	/	/

D1 antagonist, hit marks shown above
Structure	RXFP1 agonist	D1 PAM	D1 ag	LDHA block	D2 PAM	D1 antagonist
CCS(=O)(=O)c1nc(S(=O)(=O)c2ccc(C)cc2)c(N2CCC(C)CC2)s1	1.8%	-7	4	-9	-2	-36*
N[C@@H](CO)c1nnc([C@H](CCC(=O)O)NC(=O)C2CCNCC2)o1	2.6%	-6	0	10	8	-38*

An excerpt of these results, in CSV form.
structure,Vif-APOBEC3F blk,RXFP1 agonist,Vif-APOBEC3G blk,D1 PAM,GRP78 ERSR act,D1 ag,LDHA block,D2 PAM,D1 antagonist
COc1cccc(OC)c1OCC(O)CN1CCN(c2ccccc2)CC1 (stereo not given),-16%,0.0%,0%,-3,-2%,3,3,-24,-11
NC(=O)C(c1ncc(C(F)(F)F)cc1Cl)c1c(Cl)cccc1Cl (stereo not given),-9%,0.2%,-1%,/,-4%,/,-7,/,/
CC(C)[C@H](NC(=O)OCc1ccccc1)C(=O)OCC(=O)N1C(C)CCCC1C (stereo not given in full),-3%,/,4%,/,4%,/,-6,/,/
COc1ccc(Nc2ncnc3ccc(Br)cc23)c(OC)c1,3%,1.6%,-8%,-3,-13%,1,-2,12,-5

Next section
SMILES	Vif-APOBEC3F blk	RXFP1 agonist	Vif-APOBEC3G blk	D1 PAM	GRP78 ERSR act	D1 ag	LDHA block	D2 PAM	D1 antagonist
O=C(N/N=C/c1ccccn1)c1cc(-c2ccccc2Cl)n[nH]1	1%	0.4%	-4%	-7	4%	1	-3	/	-20
O=S(=O)(Cc1ccc(Cl)cc1)N1CCN(c2ncccn2)CC1	-3%	6.4%	-1%	3	-7%	4	-2	-8	0
CCN(CC)C(=O)Oc1ccc2ccccc2c1Br	14%	6.3%	0%	3	8%	0	-11	/	4
Cc1ncoc1C(=O)N1CCCC(C(=O)c2ccc3c4c(cccc24)CC3)C1 (stereo not given)	0%	7.3%	2%	6	?	0	-4	0	9
CC[n+]1c(/C=C/c2cc([N+](=O)[O-])ccc2O)ccc2ccccc21	0%	27%	-7%	0	4%	7	2	-2	5
O=C(ONc1ccc(N=NC(=O)c2ccccc2O)cc1)c1ccccc1	-5%	-1.4%	-3%	-3	4%	1	7	6	2
CCn1cnc2c1c(=O)n(CC(=O)Nc1ccc(C(N)=O)cc1)c(=O)n2Cc1ccccc1	3%	0.0%	0%	-6	-2%	4	0	/	-4
Cc1ccc(S(=O)(=O)NCCN2CCOCC2)cc1	0%	-0.8%	0%	-3	-4%	9	-3	-2	-11
NC(=O)Cn1c(=O)n(C2CCCCC2)c(=O)c2c3c(sc21)CCCCC3	1%	-0.8%	-1%	4	-2%	1	-4	-1	-3
